# ANO1 block: TMEM16A chloride channel inhibitors, primary screen, cell-based, HTS. 310,000 tested, 1.2% active. normalized B-score (activity score, 25-100; higher = stronger inhibition) at 10 µM. AID 588511, 2011. Anoctamin-1 (Mus musculus), Q8BHY3. HEK293 TMEM16A/YFP iodide influx fluorescence, ionomycin;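 active means ratio plate-corrected score three or more library SD toward inhibition, starting fluorescence score within five deviations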;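 further: score derived from kinetic fluorescence span divided by baseline fluorescence per well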
# ANO1 activ: TMEM16A chloride channel activators or potentiators, primary screen, cell-based, HTS. Anoctamin-1 (Mus musculus), Q8BHY3. HEK293 TMEM16A/YFP-H148Q/I152L, iodide quench fluorescence; hits give low values. B-score at 10 µM. 340,000 tested, 0.3% active. AID 623877, 2012;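 active means fluorescence-ratio B-score plate-corrected deviation score at least 3 library SD below zero, with starting fluorescence score within 5 deviations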;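 further: channel opened by trigger with iodide after compound preincubation; score built on the fluorescence ratio of max minus min over baseline; more negative score means more quench and so TMEM16A activation or potentiation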
# MrgX1 PAM: positive allosteric modulators of MrgX1, primary screen, HEK293 cells, Fluo-4 calcium flux | 310,000 tested, 0.63% active | B-score at 10 µM | FDSS; hits give high values;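 active means plate-corrected calcium response at least 3 library SD above typical, normal starting fluorescence, not activating the receptor alone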;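 further: compound read alongside a low EC10 to EC30 dose of BAM8-22 agonist; peak minus trough fluorescence over baseline measured at the second addition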
# RGS4 pot: RGS4 potentiators or activators, primary screen, cell-based, HEK293 M3R inducible RGS4, calcium flux; carbachol calcium flux Fluo4; hits give low values; B-score at 10 µM; 310,000 tested, 0.92% active; AID 463111, 2010;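 active means B-score of the integrated calcium signal more than 4 SD below the library mean, with starting fluorescence not abnormally high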;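 further: negative B-score means reduced calcium response which marks RGS4 activation or potentiation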
#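 test system = M3R-expressing HEK293 line, RGS4 induced by doxycycline | probe or stimulus = carbachol at ECmax as muscarinic agonist stimulus | timing = dye loading 30 min 37 °C, buffer rest 30 min RT | signal = calcium dye Fluo4 fluorescence | evaluation = B score from integrated fluorescence ratio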
# MrgX1 ag: agonists of human MrgX1 receptor, primary screen, HEK293 cells, Fluo-4 calcium flux; Mas-related G-protein coupled receptor member X1 (Homo sapiens), Q96LB2; Fluo-4 calcium fluorescence, agonist mode; hits give high values; B-score at 10 µM; 310,000 tested, 0.44% active; AID 588627, 2011;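 active means calcium response B-score plate-corrected fluorescence ratio at least 3 library SD, with starting fluorescence B-score inside 5 SD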
#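 System – MrgX1-expressing HEK293 cells · Incubation – cells plated overnight, dye loaded 0.5 h 37 °C, 0.5 h room temperature · Technique – kinetic Fluo-4 NW fluorescence of intracellular calcium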
# SKKanGAS inh: S. pyogenes SKKanGAS growth inhibitors in kanamycin, primary screen, streptokinase expression inhibitor project, SKKanGAS strain, BacTiter-Glo luminescence | 6 h | inhibition, % at 7.5 µM | 300,000 tested, 1.3% active;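 active means mean replicate score, as percent of positive control median, at least 50; inconclusive means mean below 50 but one replicate at or above 50; inactive means mean and every replicate below 50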;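 further: strain carries kanamycin resistance gene driven by streptokinase promoter and grows in 40 µg/ml kanamycin; loss of luminescence reflects streptokinase promoter inhibition or plain growth inhibition; 0% = median of DMSO wells and 100% = positive control at its reference dose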
# TRPC6 inhibitor: mouse TRPC6 channel inhibitors, primary screen, cell-based, HEK293, membrane potential dye. B-score at 10 µM. AID 2553, 2010. ACh-evoked depolarization; hits give low values. 310,000 tested, 1.1% active;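 active means B-score under library mean minus 3 SD, initial fluorescence not abnormally high, positive integrated signal ratio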;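 further: B-score derived from integrated fluorescence ratio over the kinetic read; more negative B-score means stronger inhibition of depolarization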
# Target sequence (Q61143 whole entry, looked up): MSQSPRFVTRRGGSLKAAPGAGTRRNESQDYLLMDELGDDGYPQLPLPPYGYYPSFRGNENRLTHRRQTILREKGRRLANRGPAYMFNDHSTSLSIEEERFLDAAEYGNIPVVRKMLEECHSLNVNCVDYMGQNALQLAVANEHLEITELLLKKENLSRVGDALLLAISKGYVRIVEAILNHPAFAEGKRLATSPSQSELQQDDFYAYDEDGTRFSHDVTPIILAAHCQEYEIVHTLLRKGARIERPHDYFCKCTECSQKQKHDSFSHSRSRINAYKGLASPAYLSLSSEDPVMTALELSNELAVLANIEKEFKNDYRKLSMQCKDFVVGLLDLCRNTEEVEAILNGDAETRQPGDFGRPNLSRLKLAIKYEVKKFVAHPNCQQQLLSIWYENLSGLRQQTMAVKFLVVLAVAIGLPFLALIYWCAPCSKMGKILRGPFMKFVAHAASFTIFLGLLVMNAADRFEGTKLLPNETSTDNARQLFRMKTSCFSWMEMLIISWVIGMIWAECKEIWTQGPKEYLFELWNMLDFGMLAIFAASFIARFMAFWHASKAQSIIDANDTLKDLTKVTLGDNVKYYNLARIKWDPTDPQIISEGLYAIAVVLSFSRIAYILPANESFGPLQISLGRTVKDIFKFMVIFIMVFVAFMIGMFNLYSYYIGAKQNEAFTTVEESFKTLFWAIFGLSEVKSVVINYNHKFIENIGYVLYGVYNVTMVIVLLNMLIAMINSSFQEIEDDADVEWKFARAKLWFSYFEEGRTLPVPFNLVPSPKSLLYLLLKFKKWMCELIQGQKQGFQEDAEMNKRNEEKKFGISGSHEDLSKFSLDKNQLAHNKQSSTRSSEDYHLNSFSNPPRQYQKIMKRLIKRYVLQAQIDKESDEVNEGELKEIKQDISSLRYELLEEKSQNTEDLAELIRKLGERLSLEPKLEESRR
# RGS4 block: RGS4 inhibitors, primary screen, cell-based, HEK293 M3R inducible RGS4, calcium flux; Fluo-4 calcium flux; hits give high values; triggered by carbachol at its EC20; B-score at 10 µM; 310,000 tested, 0.45% active;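 active means B-score, a plate-corrected calcium signal, over three deviations above library mean, with baseline fluorescence within five deviations of library mean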;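 further: RGS4 expression induced by doxycycline in cells with stable M3 receptor; B-score is computed from the integrated fluorescence ratio over baseline after carbachol; higher B-score means a larger calcium signal and so more RGS4 inhibition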
# Target sequence (P49798 whole entry, looked up): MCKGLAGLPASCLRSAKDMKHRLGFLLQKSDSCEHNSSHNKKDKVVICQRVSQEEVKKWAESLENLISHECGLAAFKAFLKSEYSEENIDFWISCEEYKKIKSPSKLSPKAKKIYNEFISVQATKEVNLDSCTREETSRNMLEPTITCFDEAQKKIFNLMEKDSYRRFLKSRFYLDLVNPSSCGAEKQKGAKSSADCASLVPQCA
# MrgX1 antag: antagonists of human MrgX1 receptor, primary screen, HEK293 cells, Fluo-4 calcium flux; BAM8-22 antagonism; hits give low values; Mas-related G-protein coupled receptor member X1 (Homo sapiens), Q96LB2; AID 588676, 2011; B-score at 10 µM; 310,000 tested, 1.3% active;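 active means calcium-response B-score plate-corrected more than 3 library SD below zero, starting fluorescence within 5 deviations, no agonist response on first addition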;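 further: peak minus trough fluorescence over baseline after final BAM8-22 challenge near maximal dose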
# TRPC6 activator: mouse TRPC6 channel activators, primary screen, cell-based, HEK293, membrane potential dye. AID 2550, 2010. 310,000 tested, 0.13% active. B-score at 10 µM. Short transient receptor potential channel 6 (Mus musculus), Q61143. HEK293-TRPC6 membrane potential dye fluorescence; hits give high values;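 active means B-score of the integrated fluorescence ratio above library mean plus 3 SD, and starting fluorescence ratio within library mean plus 5 SD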;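 further: higher score means more depolarization so channel activation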
# HDAC3 inhib: HDAC3 deacetylase inhibitors, primary screen, biochemical, fluorescence, cell-free homogeneous; inhibition, % at 8.3 µM; recombinant HDAC3, fluorogenic peptide/trypsin coupled; 320,000 tested, 0.15% active; Histone deacetylase 3 (Homo sapiens), O15379; AID 2718, 2010; in the data active means inhibition above about 26%, passing the limit was not always enough; inconclusive means no clear call, values can overlap the other calls
# Active calls of the source: *; i = inactive; ? = inconclusive; . = no result given.
SMILES,ANO1 block,ANO1 activ,MrgX1 PAM,RGS4 pot,MrgX1 ag,SKKanGAS inh,TRPC6 inhibitor,RGS4 block,MrgX1 antag,TRPC6 activator,HDAC3 inhib
O=[N+]([O-])c1ccc(S(=O)(=O)CC2CSc3nc4ccccc4n32)cc1 (stereo not drawn),i,i,i,i,i,1,i,i,-5*,i,1
Cc1cccc(C(=O)N[C@H](C(=O)OCC(=O)NC2CCS(=O)(=O)C2)C(C)C)c1 (stereo partly drawn),i,i,i,i,i,-6,i,i,i,i,-2
O=C(OCC1OC(Oc2ccc(O)cc2)C(O)C(O)C1O)c1ccccc1 (stereo not drawn),i,i,i,i,i,-4,i,i,i,i,-2
CC(=O)Nc1ccc(S(=O)(=O)Oc2ccc(C(=S)N3CCCCC3)cc2)cc1,i,i,i,i,i,2,i,i,i,i,1
O=C(NCCC1=CCCCC1)C1CCC(CNc2c(N3CCCC3)c(=O)c2=O)CC1 (stereo not drawn),i,i,i,i,i,6,i,i,i,i,0
C=CCn1cc(F)c(=O)n(CC=C)c1=O,i,i,i,i,i,3,i,i,i,i,9
Cc1cccc(C(=O)OCc2cncs2)c1,i,i,i,i,i,12,i,i,i,i,-2
S=c1[nH]cc(-c2ccccc2)n1-c1ccccc1Cl,i,i,i,i,i,-2,i,i,i,i,-1
CC(C(=O)c1ccccc1)[n+]1cccc(Br)c1 (stereo not drawn),i,i,i,i,i,0,i,i,i,i,-1
CC(=O)Nc1cc(NC(C)=O)c(CC(C)C)s1,i,i,i,i,i,0,i,i,i,i,0
CC(=O)c1c(Cl)nc2cccc3c2c1-c1ccccc1C3=O,i,i,i,i,i,-3,i,i,i,i,-4
COc1ccc(C(=O)COC(=O)c2ccc(Cl)nc2)c(OC)c1,i,i,i,i,i,-4,i,i,i,i,10
COC(=O)NCC(c1ccc2c(c1)OCO2)N1CCN(c2ccccc2)CC1 (stereo not drawn),i,i,i,i,i,-2,i,i,i,i,4
O=[N+]([O-])c1ccc(N2CCN(c3ccc(Cl)nn3)CC2)cc1NC1CC1,i,i,i,i,i,-4,i,i,i,i,2
CN1C(=O)CC(N2CCC(c3nc4ccccc4s3)CC2)C1=O (stereo not drawn),i,i,i,i,i,-5,i,i,i,i,5
COc1ccc(CCNC(=O)CSc2nc(O)c(CCC(C)C)c(=O)[nH]2)cc1OC,i,i,i,i,i,3,i,i,i,i,-1
C=CCc1ccc(OCCOCCNCCOC)c(OC)c1,i,i,i,i,i,-6,i,i,i,i,4
CCCCCOc1ccc(CN2CCOCC2)cc1Cl,i,i,i,i,i,3,i,i,i,i,5
N/C(=N\OC(=O)c1ccc2c(c1)OCO2)c1cccnc1,i,i,i,i,i,-2,i,i,i,i,0
Cc1cccc(-n2c(SCc3ccc([N+](=O)[O-])cc3)nnc2-c2c[nH]c3ccccc23)c1,i,i,i,i,i,36,i,i,i,i,12
C#CCOC(=O)CCCNc1ccc([N+](=O)[O-])cc1[N+](=O)[O-],i,i,i,i,i,-4,i,i,i,i,6
Cn1c(CN2CCCCC2)nc2cc(NC(=O)c3cccs3)ccc21,i,i,i,i,i,-7,i,i,i,i,-3
CN(Cc1ccccc1)C(=O)c1ccccc1NC(=O)c1ccccc1,i,i,i,i,i,6,i,i,i,i,.
COC(=O)N1CCc2c(sc(NC(=O)C3=COCCO3)c2C#N)C1,i,i,i,i,i,7,i,i,i,i,-3
COc1ccc(/C=N/NC(=O)c2ccncc2)cc1CN1CCN(c2ccc(F)cc2)CC1,i,i,i,i,i,5,i,i,i,i,4

# Molecules above that have two or more sulfur atoms, in the order listed:
SMILES,ANO1 block,ANO1 activ,MrgX1 PAM,RGS4 pot,MrgX1 ag,SKKanGAS inh,TRPC6 inhibitor,RGS4 block,MrgX1 antag,TRPC6 activator,HDAC3 inhib
O=[N+]([O-])c1ccc(S(=O)(=O)CC2CSc3nc4ccccc4n32)cc1 (stereo not drawn),i,i,i,i,i,1,i,i,-5*,i,1
CC(=O)Nc1ccc(S(=O)(=O)Oc2ccc(C(=S)N3CCCCC3)cc2)cc1,i,i,i,i,i,2,i,i,i,i,1

# The listing continues.
SMILES,ANO1 block,ANO1 activ,MrgX1 PAM,RGS4 pot,MrgX1 ag,SKKanGAS inh,TRPC6 inhibitor,RGS4 block,MrgX1 antag,TRPC6 activator,HDAC3 inhib
CCOC(=O)C(C)(C)Oc1cccc2c1S(=O)(=O)c1ccccc1-2,i,i,i,i,i,-11,i,i,i,i,7
O=c1c2cc(Br)ccc2nc2n1CCCCC2,i,i,i,-8.9*,i,-3,-7.8*,i,i,i,2
C=CCn1c(C)c(C(C)=O)c(N2CCN(c3ccccc3)CC2)nc1=S,i,i,i,i,i,-4,i,i,i,i,3
O=C(COc1ccc(S(=O)(=O)N2CCCC2)cc1Cl)NCc1ccc2c(c1)OCO2,i,i,i,i,i,-2,i,i,i,i,-2
CN(C(=O)Nc1ccccc1)C1CCCCC1,i,i,i,i,i,1,i,i,i,i,2
O=C(NC1CCCCC1)C(c1ccc2ncccc2c1)N(Cc1ccccc1)C(=O)c1cccs1 (stereo not drawn),i,i,i,i,i,19,i,i,i,i,1
CCOC(=O)CC(=O)CSc1nc(C)cc(C)c1C#N,i,i,i,i,i,2,i,i,i,i,-4
CCn1c2ccc(F)cc2c2nc3ccccc3nc21,i,i,i,i,i,14,i,i,i,i,2
O=C1CCCC2=C1C(c1ccc(O)cc1)c1c(ccc3ccccc13)N2 (stereo not drawn),i,i,i,i,i,0,i,i,i,i,-38
CC(C)CCNS(=O)(=O)c1cc2c3c(c1)CCN3C(=O)CC2,i,i,i,i,i,3,i,i,i,i,2
CCCOc1ccc(C2C(C(=O)c3ccc(C)o3)=C(O)C(=O)N2Cc2ccco2)cc1OCC (stereo not drawn),i,i,i,i,i,11,i,i,i,i,11
CCOc1ccc(N(C(C)C(=O)N/N=C(\C)C(C)(C)C)S(C)(=O)=O)cc1 (stereo not drawn),i,i,i,i,i,13,i,i,i,i,-4
O=C(Nc1ccc(Br)cc1)c1csc(-c2ccncc2)n1,i,i,i,i,i,-5,i,i,i,i,4
C=CCn1c2ccccc2c2nnc(SCC(=O)OCN3C(=O)c4ccccc4C3=O)nc21,i,i,i,i,i,-1,i,i,i,i,4
O=C1/C(=C\c2ccco2)SC(=S)N1Cc1ccccc1,i,i,i,i,i,38,i,i,i,i,7
Cc1ccc(-c2nn(-c3cccc(F)c3)cc2CNCc2cccnc2)o1,i,i,i,i,i,1,-5.7*,i,i,i,-11
Cc1oc(-c2ccccc2Cl)nc1CN1CCCC1c1ccc(F)cc1 (stereo not drawn),i,i,i,i,i,-3,i,i,i,i,5
N/C(=N\OC(=O)Cc1cccc2ccccc12)c1ccccn1,i,i,i,i,i,-1,i,i,i,i,-2
Nc1nnc(SCC(=O)Nc2ccc(Cl)c(C(=O)O)c2)s1,i,i,i,i,i,7,i,i,i,i,1
CCOc1ccccc1CNc1nc2ccccc2n1C,i,i,i,i,i,4,i,i,i,i,1
O=C(C1CC(=O)N(c2ccccc2)C1)N1CCCCCC1 (stereo not drawn),i,i,i,i,i,0,i,i,i,i,.
O=C(CSc1nc(=O)n(CCCN2CCOCC2)c2c1CCCC2)Nc1ccc(F)cc1,i,i,i,i,i,-2,i,i,i,i,1
O=C(O)CCC(=O)Nc1ccc(OCC2CCCO2)cc1 (stereo not drawn),i,i,i,i,i,2,i,i,i,i,0
O=C(Nc1ccccc1C(=O)N1CCCC1)c1ncoc1-c1cccc(Cl)c1,i,i,i,i,i,2,i,i,i,i,-1
Cc1ccc(CCC(=O)Nc2ccc(C)c(C)c2)o1,i,i,i,i,i,12,i,i,i,i,-5
SMILES,ANO1 block,ANO1 activ,MrgX1 PAM,RGS4 pot,MrgX1 ag,SKKanGAS inh,TRPC6 inhibitor,RGS4 block,MrgX1 antag,TRPC6 activator,HDAC3 inhib
Cc1nc(N)sc1-c1nnc(SCC(=O)Nc2nccs2)n1C,i,i,i,i,i,-1,i,i,i,i,4
O=C(CN1CCOCC1)N1CCCc2ccccc21,i,i,i,i,i,2,i,i,i,i,0
O=C(O)CC(Cc1ccccc1)C(=O)Nc1ccc([N+](=O)[O-])cc1 (stereo not drawn),i,i,i,i,i,-6,i,i,i,i,5
CCCCN(C(=O)c1ccc(N2CCCC2=O)cc1)c1c(N)n(CCCC)c(=O)[nH]c1=O,i,i,i,i,i,-3,i,i,i,i,-2
Cc1ccc(NC(=O)CNC(c2ccccc2)c2ccccc2)c(F)c1,i,i,i,i,i,22,i,i,i,i,6
C=CCNC(=O)c1c(CSc2ccccc2)noc1C(=O)NCc1ccccc1,i,i,i,.,i,.,.,.,i,.,11
O=C(Nc1ccccc1F)C(=O)Nc1cccc2ccccc12,i,i,i,i,i,-8,i,i,i,i,?

# One compound at a time, from the list above. Order of screens: ANO1 block	ANO1 activ	MrgX1 PAM	RGS4 pot	MrgX1 ag	SKKanGAS inh	TRPC6 inhibitor	RGS4 block	MrgX1 antag	TRPC6 activator	HDAC3 inhib
# CCCCN(C(=O)c1ccc(N2CCCC2=O)cc1)c1c(N)n(CCCC)c(=O)[nH]c1=O in the list: i	i	i	i	i	-3	i	i	i	i	-2
# C=CCNC(=O)c1c(CSc2ccccc2)noc1C(=O)NCc1ccccc1 in the list: i	i	i	.	i	.	.	.	i	.	11
# O=C(Nc1ccccc1F)C(=O)Nc1cccc2ccccc12 in the list: i	i	i	i	i	-8	i	i	i	i	?
# O=C(CN1CCOCC1)N1CCCc2ccccc21 in the list: i	i	i	i	i	2	i	i	i	i	0
# Cc1ccc(NC(=O)CNC(c2ccccc2)c2ccccc2)c(F)c1 in the list: i	i	i	i	i	22	i	i	i	i	6

# High-throughput results: PubChem, several laboratories

# Random draw from the library; about 6.7% have a hit in one of these screens.
